BioA inh = M. tuberculosis BioA enzyme inhibitors, primary screen, biochemical, plate reader, single point, HTS | 7,8-diaminopelargonic acid synthase BioA (Mycobacterium tuberculosis) | purified M. tuberculosis BioA enzyme | inhibition, % at 9.99 µM | 360,000 compounds, 0.096% hits | AID 602481, 2012; in the data active = inhibition above about 40%; inconclusive = no clear call, values can overlap the other calls
CCHFV vOTU inh = CCHFV vOTU protease inhibitors, primary screen, biochemical, Pep-AMC substrate, fluorescence; Crimean-Congo hemorrhagic fever virus L polyprotein viral ovarian tumor (vOTU) protease …; inhibition, % at 11.5 µM; 370,000 compounds, 0.55% hits; note: 0% = vehicle wells with enzyme and 100% = no enzyme wells
Mtb UGM inh = M. tuberculosis UGM enzyme inhibitors, primary screen, biochemical, fluorescence polarization, single point; 320,000 compounds, 0.06% hits; UDP-galactopyranose mutase (Mycobacterium tuberculosis (strain ATCC 25618 / H37Rv)), …; AID 504406, 2011; inhibition, % at 10 µM; purified UGM, fluorescence polarization probe displacement; in the data active = inhibition above about 10%, passing the limit was not always enough; inconclusive = no clear call, values can overlap the other calls
GDH-TPI inh = GDH-TPI coupling enzyme inhibitors, primary screen, artefact control for M. tuberculosis FBA inhibitor project, biochemical, absorbance, full deck; GDH-TPI coupled enzyme counterscreen, NADH absorbance; inhibition, % at 4.8 µM; 360,000 compounds, 1.2% hits;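 note: 0% = DMSO wells and 100% = wells lacking the enzyme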
Rv3671c inh = Rv3671c serine protease inhibitors, primary screen, biochemical, fluorescence polarization, M. tuberculosis H37Rv; P9WHR9; inhibition, % at 5.96 µM; 320,000 compounds, 0.048% hits; in the data active = inhibition above about 38%;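 note: extracellular domain of Rv3671c used as enzyme; 0% = enzyme with DMSO and 100% = no enzyme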
Target sequence (P9WHR9 whole entry, looked up, the tested form may be a part): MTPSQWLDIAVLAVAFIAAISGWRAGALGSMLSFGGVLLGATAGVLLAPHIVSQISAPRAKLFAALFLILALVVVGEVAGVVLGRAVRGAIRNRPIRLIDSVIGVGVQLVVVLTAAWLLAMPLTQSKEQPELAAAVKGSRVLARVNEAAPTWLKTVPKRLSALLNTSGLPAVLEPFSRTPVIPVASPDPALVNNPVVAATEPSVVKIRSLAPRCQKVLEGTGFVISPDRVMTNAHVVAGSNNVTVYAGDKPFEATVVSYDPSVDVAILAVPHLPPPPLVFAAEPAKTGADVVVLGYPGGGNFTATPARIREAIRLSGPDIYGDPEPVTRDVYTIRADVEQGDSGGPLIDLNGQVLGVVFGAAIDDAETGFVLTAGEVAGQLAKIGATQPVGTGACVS
Mtb FBA inh = Mtb FBA enzyme inhibitors, primary screen, biochemical, fluorescence, strain H37Rv; purified M. tuberculosis FBA, fluorescence read-out; inhibition, % at 1 µM; 360,000 compounds, 2.3% hits; in the data active = inhibition above about 27%;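 note: 0% = vehicle and 100% = reference inhibitor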
Target sequence (P9WQA3 whole entry, looked up): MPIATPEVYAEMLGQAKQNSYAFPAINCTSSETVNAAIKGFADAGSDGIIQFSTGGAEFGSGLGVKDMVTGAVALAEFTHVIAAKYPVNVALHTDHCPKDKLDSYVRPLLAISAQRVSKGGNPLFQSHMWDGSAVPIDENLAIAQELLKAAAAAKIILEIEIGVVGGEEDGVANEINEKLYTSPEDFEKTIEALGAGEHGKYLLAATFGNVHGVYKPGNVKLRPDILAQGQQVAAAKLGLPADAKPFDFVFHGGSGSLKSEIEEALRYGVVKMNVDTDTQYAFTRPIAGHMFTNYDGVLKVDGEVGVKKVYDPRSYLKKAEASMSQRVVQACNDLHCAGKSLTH
FadD28 FP inh = inhibitors of FadD28 bisubstrate probe binding, primary screen, biochemical, fluorescence polarization, single point. 360,000 compounds, 0.22% hits. Mycobacterium tuberculosis FadD28 fatty-acid-AMP ligase. AID 588549, 2011. inhibition, % at 12.5 µM; in the data active = inhibition above about 8.5%, passing the limit was not always enough; inconclusive = no clear call, values can overlap the other calls
BoNT F protease = BoNT/F light chain protease inhibitors, primary screen, biochemical, flow cytometry, MLPCN library | Multiplex microsphere protease cleavage assay | inhibition, % at 10 µM | 360,000 compounds, 0.22% hits | Botulinum neurotoxin type F light chain protease (Clostridium botulinum); in the data active = inhibition above about 35%, passing the limit was not always enough; inconclusive = no clear call, values can overlap the other calls; note: plate controls were buffer without enzyme for full effect and enzyme alone for no effect
DUSP3 inh = VHR1 phosphatase inhibitors, primary screen, biochemical, absorbance, uHTS; Dual specificity protein phosphatase 3 (Homo sapiens), P51452; recombinant VHR phosphatase, pNPP absorbance; inhibition, % at 13.3 µM; 290,000 compounds, 0.52% hits; in the data active = inhibition above about 50%; note: some compounds called inactive have numbers as strong as hits
Target sequence (P51452 whole entry, looked up): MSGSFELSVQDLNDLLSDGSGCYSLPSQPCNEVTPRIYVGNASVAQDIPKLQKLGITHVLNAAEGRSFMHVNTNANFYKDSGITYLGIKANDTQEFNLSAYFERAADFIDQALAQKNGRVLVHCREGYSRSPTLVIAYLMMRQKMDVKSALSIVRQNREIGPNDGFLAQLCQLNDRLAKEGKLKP
MazEF act = activators of E. coli MazEF toxin-antitoxin RNase, primary screen, biochemical, fluorescence, uHTS; FAM/BHQ RNA-DNA oligo cleavage fluorescence, 5 h; AID 504720, 2011; 350,000 compounds, 0.32% hits; activation, % at 20 µM; in the data active = activation above about 50%
Target sequence (P0AE70 whole entry, looked up): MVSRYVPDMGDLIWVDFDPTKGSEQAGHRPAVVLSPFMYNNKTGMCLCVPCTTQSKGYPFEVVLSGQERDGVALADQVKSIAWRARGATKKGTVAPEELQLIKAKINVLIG
Starred values were filed as active, the others as inactive; & = joins results of further samples. Cut-off read from the data, not from the text of the source, unless noted: active = inhibition above about 30%; inactive = the rest.

For Cc1ccc(C2=NOC(=O)/C2=C\c2ccccc2)cc1 the results were BioA inh 2.9, CCHFV vOTU inh 7, Mtb UGM inh -3.3, GDH-TPI inh -2, Rv3671c inh -3, Mtb FBA inh 2, FadD28 FP inh 3.1, BoNT F protease -4 and MazEF act -6.
For NC(=O)c1ccc(NCC2CCCO2)c([N+](=O)[O-])c1 (configuration not stated) the results were BioA inh 23, CCHFV vOTU inh 7, Mtb UGM inh -0.6, GDH-TPI inh 2, Rv3671c inh 4, Mtb FBA inh -2, FadD28 FP inh -1.5, BoNT F protease -56, DUSP3 inh -3 and MazEF act -3.
For Cc1onc(-c2ccccc2)c1C(=O)OCCOc1ccccc1F the results were BioA inh 0.9, CCHFV vOTU inh -6, Mtb UGM inh -1.0, GDH-TPI inh -6, Rv3671c inh -1, Mtb FBA inh -5, FadD28 FP inh -5.6, BoNT F protease -6, DUSP3 inh 2 and MazEF act -2.
For CC(C)(C)OC(=O)NCCCCCNC(=O)c1[nH]cnc1C(=O)Nc1ccon1 the results were BioA inh 1.2, CCHFV vOTU inh 1, Mtb UGM inh 1.2, GDH-TPI inh 4, Rv3671c inh 0, Mtb FBA inh -1, FadD28 FP inh -2.3, BoNT F protease -11 and MazEF act 0.
`Cc1ccc(S(=O)(=O)N2CCCCC2)cc1NC(=O)CSc1nncn1-c1ccccc1` gave CCHFV vOTU inh 3, Mtb UGM inh -0.9, GDH-TPI inh 4, Rv3671c inh -11, Mtb FBA inh -2, FadD28 FP inh -2.0, BoNT F protease -6, DUSP3 inh 22 and MazEF act 4.
`NC(=O)/C(=C\c1ccco1)NC(=O)c1ccco1` gave BioA inh 1.1, CCHFV vOTU inh 25, GDH-TPI inh 5, Mtb FBA inh 2, FadD28 FP inh -1.1, BoNT F protease -2 and MazEF act -4.
`Cc1cc(C(=O)CSc2nnc(N)s2)c(C)n1C1CC1` gave BioA inh 2.4, CCHFV vOTU inh -3, Mtb UGM inh -1.7, GDH-TPI inh 5, Rv3671c inh -4, Mtb FBA inh 3, FadD28 FP inh -3.7 and MazEF act -4.
For Cn1c(=O)n(CC(=O)Nc2ccccc2)c2ccccc21 the results were BioA inh 0.0, CCHFV vOTU inh -4, Mtb UGM inh 1.3, GDH-TPI inh -16, Rv3671c inh 6, Mtb FBA inh 0, FadD28 FP inh -4.6, BoNT F protease 1, DUSP3 inh 10 and MazEF act 1.
Screening CC(C)O/N=C1\C(=O)N(c2ccccc2)c2ccccc21 returned BioA inh 5.6, CCHFV vOTU inh 7, Mtb UGM inh 0.2, GDH-TPI inh 6, Rv3671c inh 2, Mtb FBA inh -4, FadD28 FP inh -3.2, BoNT F protease 2, DUSP3 inh 17 and MazEF act -3.
Screening C[C@@H]1CN([C@@H](C)CO)S(=O)(=O)c2ccc(C#Cc3cccc(F)c3)cc2O[C@H]1CN(C)S(=O)(=O)c1cn(C)cn1 returned BioA inh 1.0&2.8&4.1, CCHFV vOTU inh 10, GDH-TPI inh 8, Mtb FBA inh -2, FadD28 FP inh -0.1, BoNT F protease -5 and MazEF act 7.
`CC(C)(C)c1ccc(-c2nn(CCC#N)cc2/C=N/O)cc1` gave BioA inh -0.3, CCHFV vOTU inh -4, Mtb UGM inh -1.6, GDH-TPI inh 3, Rv3671c inh 0, Mtb FBA inh 1, FadD28 FP inh -1.3, BoNT F protease -7, DUSP3 inh 29 and MazEF act 9.
Screening CCOC(=O)C1CCCN(C(=O)c2sc3nc(-c4ccc(F)cc4)cn3c2C)C1 (configuration not stated) returned CCHFV vOTU inh -7, Mtb UGM inh 0.8, GDH-TPI inh 5, Rv3671c inh -3, Mtb FBA inh 0, FadD28 FP inh 0.2, BoNT F protease -3, DUSP3 inh -4 and MazEF act 5.

The closing two records of the part before lead into the next.
`CC(C)(C)c1ccc(-c2nn(CCC#N)cc2/C=N/O)cc1` gave BioA inh -0.3, CCHFV vOTU inh -4, Mtb UGM inh -1.6, GDH-TPI inh 3, Rv3671c inh 0, Mtb FBA inh 1, FadD28 FP inh -1.3, BoNT F protease -7, DUSP3 inh 29 and MazEF act 9.
Screening CCOC(=O)C1CCCN(C(=O)c2sc3nc(-c4ccc(F)cc4)cn3c2C)C1 (configuration not stated) returned CCHFV vOTU inh -7, Mtb UGM inh 0.8, GDH-TPI inh 5, Rv3671c inh -3, Mtb FBA inh 0, FadD28 FP inh 0.2, BoNT F protease -3, DUSP3 inh -4 and MazEF act 5.
CC(CN1CCOCC1)OC(=O)C(C)(c1ccccc1)c1ccccc1 (configuration not stated) was read as BioA inh -0.5, CCHFV vOTU inh 9, Mtb UGM inh 1.5, GDH-TPI inh -6, Rv3671c inh -3, Mtb FBA inh 3, FadD28 FP inh -0.9, BoNT F protease -21, DUSP3 inh 22 and MazEF act 0.
`CCOC(=O)Cc1csc(NC(=O)c2sc3nc4cc(C)ccc4cc3c2N)n1` gave CCHFV vOTU inh 0, Mtb UGM inh -1.9, GDH-TPI inh 19, Rv3671c inh -11, Mtb FBA inh -5, FadD28 FP inh 0.7, BoNT F protease 2, DUSP3 inh -17 and MazEF act 37.
`COc1ccc(S(=O)(=O)N2CCCCC2)cc1NC(=O)c1ccc(=O)[nH]c1` gave CCHFV vOTU inh -9, Mtb UGM inh 0.2, GDH-TPI inh 4, Rv3671c inh 13, Mtb FBA inh -2, FadD28 FP inh -2.3, BoNT F protease 3, DUSP3 inh 9 and MazEF act 14.
`COP(=O)(OC)C(NC(=O)Nc1ccccc1)c1ccccc1` (configuration not stated) gave CCHFV vOTU inh 4, Mtb UGM inh -1.0, GDH-TPI inh 9, Rv3671c inh 3, Mtb FBA inh -3, FadD28 FP inh 0.6, BoNT F protease -4, DUSP3 inh 25 and MazEF act 11.
For COc1ccccc1NC(=S)NC(NC(=O)CC(C)C)C(Cl)(Cl)Cl (configuration not stated) the results were CCHFV vOTU inh 8, Mtb UGM inh -0.4, GDH-TPI inh -9, Rv3671c inh -9, Mtb FBA inh 1, FadD28 FP inh -3.6, BoNT F protease 0, DUSP3 inh 7 and MazEF act 8.
Screening Cc1cc(C)n2nc(C(=O)N3CCOCC3)nc2n1 returned BioA inh -3.1, CCHFV vOTU inh -2, Mtb UGM inh 0.4, GDH-TPI inh 2, Rv3671c inh 0, Mtb FBA inh -1, FadD28 FP inh 1.3, BoNT F protease 6, DUSP3 inh -2 and MazEF act 5.
CCCCC[C@H](O)/C=C/[C@@H]1[C@@H](C/C=C\CCCC(=O)O)[C@H]2CO[C@@H]1C2 was read as BioA inh 0.1, CCHFV vOTU inh 6, GDH-TPI inh 0, Rv3671c inh -1, Mtb FBA inh 3, FadD28 FP inh -0.4, BoNT F protease -11, DUSP3 inh 1 and MazEF act -9.
Screening Cc1nn(-c2ccccc2)c(C)c1/C=N/NC(=O)CSc1nnc(SCc2ccccc2Cl)s1 returned CCHFV vOTU inh 1, Mtb UGM inh 1.0, GDH-TPI inh 13, Rv3671c inh -67, Mtb FBA inh 2, FadD28 FP inh 1.4, BoNT F protease -8, DUSP3 inh -2 and MazEF act -17.
Screening CC1(C)NC(=O)N(CC(O)COc2ccccc2[N+](=O)[O-])C1=O (configuration not stated) returned BioA inh -2.4, CCHFV vOTU inh 9, Mtb UGM inh -0.7, GDH-TPI inh 4, Rv3671c inh -7, Mtb FBA inh 0, FadD28 FP inh -2.3, BoNT F protease 1, DUSP3 inh 32 and MazEF act 1.
`COc1ccc(-c2nnc(SCC(=O)c3ccc[nH]3)n2-c2ccccc2)cc1` gave BioA inh -3.0, CCHFV vOTU inh 2, Mtb UGM inh 0.4, GDH-TPI inh 6, Rv3671c inh 9, Mtb FBA inh 6, FadD28 FP inh -0.9, BoNT F protease -6, DUSP3 inh 1 and MazEF act 4.
`COCCn1c(C)cc(C(=O)CSc2ncnc3sc4c(c23)CCC4)c1C` gave BioA inh -1.1, CCHFV vOTU inh 1, GDH-TPI inh 7, Mtb FBA inh 5, FadD28 FP inh -1.5, BoNT F protease 14, DUSP3 inh -16 and MazEF act -3.
For Cc1ccc(CNC(=O)C2CC(=O)N(C3CCCCCCC3)C2)cc1 (configuration not stated) the results were BioA inh 3.4, CCHFV vOTU inh 9, Mtb UGM inh 4.7, GDH-TPI inh -11, Rv3671c inh -4, Mtb FBA inh -4, FadD28 FP inh -1.2, BoNT F protease -1, DUSP3 inh 10 and MazEF act 0.
Screening Cc1sc2ncnc(SCC(=O)Nc3nc(-c4ccc(F)c(F)c4)cs3)c2c1C returned CCHFV vOTU inh 4, Mtb UGM inh 0.2, GDH-TPI inh -1, Rv3671c inh -4, Mtb FBA inh 3, FadD28 FP inh -0.5, BoNT F protease -4, DUSP3 inh 5 and MazEF act 37.
COc1ccc(C(CNC(=O)CCNS(=O)(=O)c2ccc(Br)cc2)N2CCOCC2)cc1 (configuration not stated) was read as BioA inh -1.2, CCHFV vOTU inh -15, GDH-TPI inh 3, Mtb FBA inh -4, FadD28 FP inh -3.8, BoNT F protease -7 and MazEF act 0.
Screening CC(C)NC(=O)c1onc(CSc2ccc(F)c(F)c2)c1C(=O)O returned BioA inh -0.3, CCHFV vOTU inh 6, Mtb UGM inh 5.5, GDH-TPI inh -2, Rv3671c inh 3, Mtb FBA inh -2, FadD28 FP inh -2.8, BoNT F protease 2, DUSP3 inh 16 and MazEF act -1.
Screening Nc1nnnn1/N=C/C=C/c1ccccc1 returned BioA inh -0.5, CCHFV vOTU inh 14, Mtb UGM inh -2.3, GDH-TPI inh 24, Rv3671c inh -5, Mtb FBA inh 1, FadD28 FP inh -2.5, BoNT F protease -1, DUSP3 inh 12 and MazEF act -1.
For Cc1cc(C)c(NC(=O)/C(=C/c2ccco2)c2ccccc2)c(C)c1 the results were BioA inh 0.1, CCHFV vOTU inh 19, Mtb UGM inh 0.6, GDH-TPI inh 20, Rv3671c inh -9, Mtb FBA inh 4, FadD28 FP inh 1.5, BoNT F protease -6, DUSP3 inh 29 and MazEF act 11.
`COc1ccccc1Oc1cc(C#N)c(C#N)cc1-n1nnc2ccccc21` gave BioA inh -3.1, CCHFV vOTU inh 9, Mtb UGM inh -0.7, GDH-TPI inh 4, Rv3671c inh 4, Mtb FBA inh -3, FadD28 FP inh -0.9, BoNT F protease 2, DUSP3 inh 19 and MazEF act 0.
Screening O=c1[nH]cnc(O)c1C(c1ccc([N+](=O)[O-])cc1)c1c(O)nc[nH]c1=O returned BioA inh 1.0, CCHFV vOTU inh -2, Mtb UGM inh -1.3, GDH-TPI inh 8, Rv3671c inh 3, Mtb FBA inh 3, FadD28 FP inh 0.4, BoNT F protease inconclusive, DUSP3 inh -16 and MazEF act -3.
CCOc1ccccc1C1CC(=O)Nc2cc(OC)c(OC)c(OC)c21 (configuration not stated) was read as BioA inh -1.5, CCHFV vOTU inh -5, Mtb UGM inh -1.3, GDH-TPI inh 1, Rv3671c inh -2, Mtb FBA inh -1, FadD28 FP inh 0.4, BoNT F protease 6, DUSP3 inh 4 and MazEF act 4.
Screening COc1ccc(OC)c(C(=O)CSc2nc3ccccc3n2CC(=O)NC(C)(C)C)c1 returned BioA inh -0.4, CCHFV vOTU inh 13, Mtb UGM inh 0.2, GDH-TPI inh -1, Rv3671c inh -4, Mtb FBA inh -1, FadD28 FP inh -1.8, BoNT F protease 4, DUSP3 inh 3 and MazEF act 4.

High-throughput results (PubChem BioAssay)
